Y pestis TopoI – blocks Yersinia pestis topoisomerase I activity | Y. pestis Topo-I cleavage product accumulation, plate reader | activity, % at 10 µM | 360,000 tested, 0.064% active | AID 504884; in the data active means activity above about 50%, passing the limit was not always enough; inconclusive means no clear call, values can overlap the other calls; further: inactives centre near 2
BH1578 lux ind – quorum light induction in luxS cqsA deficient V. cholerae. 350,000 tested, 0.16% active. activation, % at 18.7 µM. V. cholerae BH1578 lux reporter, luminescence, 6 h. AID 588436; in the data active means activation mostly above about 9.7%, no sharp cut-off; inconclusive means no clear call, values can overlap the other calls; inactive means mostly below about 3.7%; further: not every result past the cut was called active; inactives centre near 0; reference of the scale not given here
3CLpro inhibitor – SARS-CoV 3CLpro protease inhibition. P0C6X7. recombinant SARS-CoV 3CLpro, quenched FRET peptide cleavage. inhibition, % at 6 µM. 290,000 tested, 0.14% active. AID 1706; in the data active means inhibition above about 12%
Anthrax LF prot – anthrax lethal factor protease inhibition | 360,000 tested, 0.12% active | inhibition, % at 10 µM | multiplex microsphere protease cleavage assay, LF; further: plate controls were buffer without enzyme for full effect and enzyme alone for no effect
PfHsp40 rescue – compounds rescuing yeast from Plasmodium falciparum HSP40 toxicity; 340,000 tested, 0.68% active; AID 504582; growth rescue, % at 12.5 µM; S. cerevisiae expressing PfHsp40, growth rescue, ATP luminescence; in the data active means growth rescue above about 28%, passing the limit was not always enough; inconclusive means no clear call, values can overlap the other calls;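 further: yeast W303a lacking pdr1 and pdr3 grown in galactose medium; growth measured after three days at 30 °C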
TcdB inh – blocks C. difficile toxin B glycohydrolase activity | TcdB glycohydrolase enzymatic assay, plate reader | inhibition, % at 9.99 µM | 350,000 tested, 0.24% active | AID 652162; in the data active means inhibition above about 10%
PriA SSB inh – inhibitors of Klebsiella pneumoniae PriA binding to SSB C-terminal tail; AlphaScreen SSBct-PriA binding, biotinylated peptide; inhibition, % at 33 µM; 430,000 tested, 0.6% active; AID 1272365; in the data active means inhibition mostly above about 37%, no sharp cut-off; inactive means mostly below about 20%;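 further: plate controls were negative control peptide for no effect and reference peptide for full effect; strong numbers were not always called active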
BoNT-A LC inh2 – BoNT A light chain protease inhibition; multiplex microsphere protease substrate cleavage, flow cytometry; inhibition, % at 10 µM; 360,000 tested, 0.17% active; AID 588499; further: plate controls were buffer without enzyme for full effect and enzyme alone for no effect
PrPC surface inh – cell surface PrPC inhibition, primary TR-FRET screen. 370,000 tested, 0.43% active. TR-FRET read-out. AID 720596. P04156. inhibition, % at 13.8 µM; in the data active means inhibition above about 24%; further: 0% = median of the test wells and 100% = reference compound wells
The depositor's hits bear a star; i = inactive; ? = inconclusive; / = no result given. Unless noted, no stated cut-off is given here; in the data, active means inhibition above about 30%; inconclusive means no clear call, values can overlap the other calls; inactive means below that.

Each structure is followed by: Y pestis TopoI | BH1578 lux ind | 3CLpro inhibitor | Anthrax LF prot | PfHsp40 rescue | TcdB inh | PriA SSB inh | BoNT-A LC inh2 | PrPC surface inh
CC(=O)OC(C=C(C)C)C/C(C)=C/COc1c2ccoc2cc2oc(=O)ccc12 (stereo unspecified)
→ -6 | -0.2 | / | -3 | 0.8 | 1.0 | 1 | 0.1 | 3
Cc1cccc(NC(=O)CSc2nc3ccccc3c(=O)n2C)c1
→ 17 | -0.2 | 3 | -11 | -1.6 | 0.9 | -10 | 2.1 | 11
CC1(C(=O)NCCC(F)(F)F)Cc2c(-c3ccccc3)ccnc2O1 (stereo unspecified)
→ -3 | -0.2 | / | -2 | / | 0.0 | / | -0.2 | 7
O=C1CCCC(O)=C1N=Nc1cccc(S(=O)(=O)N2CCOCC2)c1
→ -5 | i | 6 | -4 | 0.5 | -0.8 | -9 | -0.5 | 5
NNc1nc(-c2ccccc2)cc(-c2ccccc2O)n1
→ -7 | i | -7 | -4 | 6.8 | -3.0 | 40* | ? | /
CC(=O)Nc1ccc(NC(=O)C(NC(=O)c2ccc(Cl)cc2)C(C)C)cc1 (stereo unspecified)
→ -5 | i | / | -9 | / | 4.2 | / | -0.3 | 6
Cc1ccc(C)c(N2CCN(C(=O)c3ccc(CS(=O)Cc4cccc(Cl)c4)o3)CC2)c1 (stereo unspecified)
→ 36 | -0.3 | 9 | -3 | 9.5 | -1.7 | 16 | -0.7 | 2
Cc1cccc(C)c1OCC(=O)N=Nc1c(O)[nH]c2ccc(Br)cc12
→ -5 | -0.3 | -4 | -2 | 0.2 | / | 1 | -1.1 | 0
COc1ccc(CN2CCN(Cc3ccc(C)cc3)CC2)c(OC)c1
→ 5 | -0.6 | -3 | 1 | -0.6 | 1.3 | -5 | -3.6 | 4
COc1cc(NC(=O)c2cc(C(C)C)on2)c(OC)cc1Cl
→ 4 | 6.7 | 3 | 13 | 2.8 | / | -23 | -1.0 | 2
Cc1ccc(-c2cnc(-c3ccncc3)o2)cc1
→ 5 | -2.4 | -3 | -4 | 0.5 | / | -10 | 0.7 | 1
CCC(=O)N1CCC1(C)C(=O)Nc1ccc2nc(C)ccc2c1 (stereo unspecified)
→ -2 | -0.3 | / | -5 | / | 1.6 | / | 0.5 | 4
COC(OC)c1ccnc(-c2ccc(OC(=O)c3ccc(F)cc3)cc2)n1
→ -3 | i | 1 | -6 | 2.5 | 0.9 | -8 | -0.4 | -11
O=C(N/C(=C/c1cccc([N+](=O)[O-])c1)C(=O)N1CCCCC1)c1cccs1
→ 13 | -0.2 | 5 | -2 | -1.4 | / | -9 | -0.4 | 1
Cc1nc(NCCc2ccccc2)c2nnn(Cc3ccccc3)c2n1
→ 2 | 0.9 | 2 | -3 | -0.2 | 0.1 | -8 | 2.3 | 6
O=C(NCc1ccccc1)c1ccc(Cl)c(S(=O)(=O)N2CCCC2)c1
→ -1 | i | / | -7 | -1.5 | 0.6 | -3 | 0.1 | 4
O=c1oc2cc(O)ccc2cc1-c1nc2c(s1)CCc1ccccc1-2
→ -1 | -0.3 | -2 | 17 | -0.5 | / | -7 | 47* | -1
CCOc1ccc(/C=N/NC(=S)NC2CC3CCC2C3)cc1 (stereo unspecified)
→ 8 | 0.1 | -1 | / | 4.7 | -0.5 | / | / | 7
CCN1CCN(c2oc(-c3ccco3)nc2C#N)CC1
→ 3 | i | -8 | -3 | / | 0.0 | -7 | -4.1 | -12
CCOC(=O)c1c(C)n(Cc2ccccc2)c2ccc(OCC(O)CNC(C)(C)C)cc12 (stereo unspecified)
→ 10 | -10 | -1 | -7 | -0.8 | 0.9 | 16 | 1.5 | -2

Reformatted: 4 of the compounds above
Compound: O=c1oc2cc(O)ccc2cc1-c1nc2c(s1)CCc1ccccc1-2
  Y pestis TopoI = -1; BH1578 lux ind = -0.3; 3CLpro inhibitor = -2; Anthrax LF prot = 17; PfHsp40 rescue = -0.5; TcdB inh = /; PriA SSB inh = -7; BoNT-A LC inh2 = 47*; PrPC surface inh = -1
Compound: NNc1nc(-c2ccccc2)cc(-c2ccccc2O)n1
  Y pestis TopoI = -7; BH1578 lux ind = i; 3CLpro inhibitor = -7; Anthrax LF prot = -4; PfHsp40 rescue = 6.8; TcdB inh = -3.0; PriA SSB inh = 40*; BoNT-A LC inh2 = ?; PrPC surface inh = /
Compound: O=C(NCc1ccccc1)c1ccc(Cl)c(S(=O)(=O)N2CCCC2)c1
  Y pestis TopoI = -1; BH1578 lux ind = i; 3CLpro inhibitor = /; Anthrax LF prot = -7; PfHsp40 rescue = -1.5; TcdB inh = 0.6; PriA SSB inh = -3; BoNT-A LC inh2 = 0.1; PrPC surface inh = 4
Compound: COC(OC)c1ccnc(-c2ccc(OC(=O)c3ccc(F)cc3)cc2)n1
  Y pestis TopoI = -3; BH1578 lux ind = i; 3CLpro inhibitor = 1; Anthrax LF prot = -6; PfHsp40 rescue = 2.5; TcdB inh = 0.9; PriA SSB inh = -8; BoNT-A LC inh2 = -0.4; PrPC surface inh = -11

More structures:
Each structure is followed by: Y pestis TopoI | BH1578 lux ind | 3CLpro inhibitor | Anthrax LF prot | PfHsp40 rescue | TcdB inh | PriA SSB inh | BoNT-A LC inh2 | PrPC surface inh
COc1ccc(N2CCN(S(=O)(=O)CCNC(=O)/C=C/c3ccc4c(c3)OCO4)CC2)cc1
→ 4 | 1.1 | / | 1 | -0.7 | 3.0 | 2 | -5.3 | -4
COc1ccc(NC(=O)c2ccc3c(=O)n(-c4ccc(OC)cc4OC)c(=S)[nH]c3c2)c(OC)c1
→ 11 | 1.6 | 5 | -2 | 0.8 | 1.9 | 8 | -0.4 | 6
CC(C)c1ccc(OCC(O)Cn2cnc3ccccc32)cc1 (stereo unspecified)
→ 22 | -0.5 | 6 | 0 | 1.6 | / | 7 | 0.7 | 6
Cc1no[n+]([O-])c1COc1ccc(/C=C(\C#N)C(N)=O)cc1
→ 3 | -0.8 | 1 | 1 | -1.0 | / | -13 | 0.7 | -3
COc1c(Cl)cc(C(=O)Nc2ccccc2C(=O)O)cc1Cl
→ 4 | 5.9 | -1 | 1 | 8.7 | / | -7 | 1.0 | 7
CC(C)COc1cccc(C(=O)NNC(=O)C2COc3ccccc3O2)c1 (stereo unspecified)
→ 9 | -0.8 | 5 | 1 | 0.3 | -0.5 | 3 | 7.5 | -1
CCOc1ccc(-n2c(SCC(=O)OC)nc3sc4c(c3c2=O)CCN(C)C4)cc1
→ 2 | -0.6 | -3 | -4 | 0.2 | 1.1 | 14 | 26 | 1
O=C(Nc1cccc(C(=O)O)c1)/C(=C\c1ccccc1)NC(=O)c1ccccc1Cl
→ -1 | 1.0 | 4 | 2 | 0.5 | / | -10 | 4.1 | -1
N#Cc1c(-c2ccccc2)nc(SCc2ccc(Cl)cc2)[nH]c1=O
→ 6 | 0.6 | 4 | 0 | 3.0 | 0.4 | -6 | 1.7 | -3
CC1CCC(N(CCCN)Cc2ccco2)CC1C (stereo unspecified)
→ 7 | i | 4 | -8 | 0.5 | 0.6 | -1 | -0.6 | -2
O=C(N/N=C/c1cccc2ccccc12)c1cc(C2CC2)[nH]n1
→ -7 | 2.7 | 0 | -1 | 0.6 | 1.9 | / | 1.1 | 4
COc1ccc(NC(=O)c2cccnc2)cc1OCC(C)C
→ -6 | -0.7 | 1 | 26 | -0.7 | 0.2 | -12 | 1.2 | -6
O=C(O)c1ccc2c(c1)C(=O)N(c1cccc(S(=O)(=O)Nc3cccc(C(F)(F)F)c3)c1)C2=O
→ -2 | -2.1 | 4 | -9 | 1.6 | 2.1 | 18 | -1.1 | -3
COc1cccc(C(=O)NC(C)c2ccc(-c3ccccc3)cc2)c1OC (stereo unspecified)
→ 35 | -4.0 | 1 | 3 | -0.4 | 1.2 | -11 | -0.8 | 4
COc1ccc(NC2=C(Cl)C(=O)N(c3ccccc3)C2=O)c(OC)c1
→ 4 | i | 2 | 0 | 0.1 | -0.2 | 7 | 0.1 | 6
COc1cc(C2NC(=S)NC(O)(C(F)(F)F)C2C(=O)c2cccs2)cc(OC)c1O (stereo unspecified)
→ 1 | i | 0 | 1 | 0.4 | / | 3 | -0.3 | -4
CNC(=O)c1sc(Nc2ccc(OCc3ccccc3)cc2)nc1C
→ 7 | -0.3 | 8 | 0 | 2.7 | -1.2 | 27 | 1.0 | 11
Cc1[nH]n(-c2ccc(Cl)cc2)c(=O)c1/C=N/c1nnc(-c2ccccc2)s1
→ 5 | i | 4 | 2 | 5.1 | / | / | -0.2 | 7
Cc1ccc(S(=O)(=O)NC(=O)c2cc(C)n(-c3ccc(N(C)C)cc3)c2C)cc1
→ -4 | i | -3 | -2 | -0.1 | -2.4 | 9 | -0.5 | 7
Cc1cc(C)nc(Nc2ccccc2Cl)n1
→ -8 | i | -1 | 0 | -0.1 | -0.7 | 8 | -5.5 | 4

(listing goes on)
Structure	Y pestis TopoI	BH1578 lux ind	3CLpro inhibitor	Anthrax LF prot	PfHsp40 rescue	TcdB inh	PriA SSB inh	BoNT-A LC inh2	PrPC surface inh
COc1ccc(C)cc1NC(=O)CCc1c(C)nn(-c2ccc(N3CCCCC3)nn2)c1C	26	-0.5	2	0	0.8	-2.0	-7	1.8	-4
CC(C)n1c(NCCc2ccccc2)nc2c1c(=O)n(C)c(=O)n2C	4	-0.4	-4	1	-1.5	4.4	5	0.6	-1
COc1ccccc1NC(=O)c1cnc2n(c1=O)CCS2	3	i	5	2	-0.2	/	-9	0.2	1
CC1CCCN(C(=O)Cn2nnc(-c3ccccc3F)n2)C1 (stereo unspecified)	-3	-0.9	0	9	-0.3	-0.5	-11	1.2	0
COc1ccc2c3c1OC1C(O)C=CC4C(C2)[N+](C)(C)CCC341 (stereo unspecified)	0	i	0	2	-0.3	-2.2	-5	2.7	4
N#CC1=C(N)N(c2ccc(Oc3ccccc3)cc2)C(=O)C1	-3	-0.2	-8	-9	1.5	/	-2	-0.2	-6
COc1cc(C(=O)Nc2nnc(SC)s2)c([N+](=O)[O-])cc1OC	-10	-0.6	-2	-8	0.7	0.5	-10	-1.5	5
Cc1cccc(C(=O)N/N=C/c2coc3ccccc3c2=O)c1	0	-0.2	-2	0	-0.7	-1.7	/	-0.3	-2
Cc1ccc(NC(=O)C(C)OC(=O)c2ccc(NC(=O)CC#N)cc2)cc1S(=O)(=O)N1CCOCC1 (stereo unspecified)	-4	i	/	?	-0.2	1.1	-10	?	7
CC(=O)Nc1ccc(SCC(=O)c2c(N)n(Cc3ccccc3)c(=O)n(C)c2=O)cc1	6	-0.3	3	0	0.3	0.4	2	-0.4	1
C=CCNC(=O)COC(=O)C1CCN(S(=O)(=O)c2ccc3c(c2)OCCO3)CC1	-6	-0.5	2	-2	0.0	0.8	-10	0.0	-6
O=C(COc1ccc(Br)cc1)N1CCc2ccccc21	4	-0.6	2	10	-0.6	-0.1	-10	?	0
COc1ccc(N(CC2CO2)S(=O)(=O)c2ccccc2)cc1 (stereo unspecified)	11	-0.1	-1	-6	0.4	0.6	1	0.2	-2
CN(CC(=O)Nc1cccc(F)c1)C(=O)C1CCC(C(=O)N(C)CC(=O)Nc2cccc(F)c2)CC1 (stereo unspecified)	12	-0.8	/	4	-0.4	1.9	-8	0.1	-3

High-throughput results: PubChem, several laboratories

Not all compounds are listed. The share of hits here may be higher or lower than overall.
